Compound activity deposited in PubChem by several laboratories.
CAL PDZ FP-1: blocks peptide binding to the human CAL PDZ domain. AID 602252. purified CAL PDZ, TMR-peptide fluorescence polarization, 1 h. inhibition, % at 24.9 µM. Q9HD26. 0.92% of 300,000 active;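 active = mean inhibition of at least 30% with at least half of replicates also reaching 30%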;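 also: 0% = DMSO neutral control and 100% = excess unlabeled competitor peptide PRC23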
V-ATPase pH: alters yeast V-ATPase proton transport; S. cerevisiae, pHLuorin cytosolic pH fluorescence; response, % at 10 µM; 0.37% of 350,000 active; AID 504577; in the data active = response mostly above about 7.3%, no sharp cut-off; inactive = mostly below about 5.4%; also: actives read high; inactives centre near 0; some compounds called inactive have numbers as strong as hits
LANA DNA inh: blocks KSHV LANA C-terminal domain binding to DNA. MBP-C-LANA/FAM-LBS DNA binding, fluorescence polarization. inhibition, % at 9 µM. 0.078% of 340,000 active;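 active = highest replicate inhibition at or above 60% at 9 µM, even if other replicates fall short; inactive = all replicates below 60% inhibition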;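 also: 0% = neutral control wells and 100% = 4 µM acridine orange control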
DAGLB inh: blocks human DAGLB lipase activity. Q8NCG7. HEK293T DAGLB membrane lysate, EnzChek fluorogenic substrate. 0.059% of 340,000 active. inhibition, % at 5.17 µM; in the data active = inhibition above about 34%;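 also: 0% = enzyme with vehicle and 100% = wells lacking enzyme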
Keap1 Nrf2 FP: Keap1-Nrf2 (human) interaction inhibition. inhibition, % at 9.4 µM. Keap1 Kelch-Nrf2 peptide fluorescence polarization, 1536-well. 0.15% of 340,000 active; in the data active = inhibition above about 12%;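 also: human Keap1 Kelch domain with fluorescein labeled Nrf2 9mer peptide probe; 0% = neutral control wells and 100% = peptide positive control; higher means more block of Keap1 binding to Nrf2 peptide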
Target sequence (Q14145 whole entry, looked up, the tested form may be a part): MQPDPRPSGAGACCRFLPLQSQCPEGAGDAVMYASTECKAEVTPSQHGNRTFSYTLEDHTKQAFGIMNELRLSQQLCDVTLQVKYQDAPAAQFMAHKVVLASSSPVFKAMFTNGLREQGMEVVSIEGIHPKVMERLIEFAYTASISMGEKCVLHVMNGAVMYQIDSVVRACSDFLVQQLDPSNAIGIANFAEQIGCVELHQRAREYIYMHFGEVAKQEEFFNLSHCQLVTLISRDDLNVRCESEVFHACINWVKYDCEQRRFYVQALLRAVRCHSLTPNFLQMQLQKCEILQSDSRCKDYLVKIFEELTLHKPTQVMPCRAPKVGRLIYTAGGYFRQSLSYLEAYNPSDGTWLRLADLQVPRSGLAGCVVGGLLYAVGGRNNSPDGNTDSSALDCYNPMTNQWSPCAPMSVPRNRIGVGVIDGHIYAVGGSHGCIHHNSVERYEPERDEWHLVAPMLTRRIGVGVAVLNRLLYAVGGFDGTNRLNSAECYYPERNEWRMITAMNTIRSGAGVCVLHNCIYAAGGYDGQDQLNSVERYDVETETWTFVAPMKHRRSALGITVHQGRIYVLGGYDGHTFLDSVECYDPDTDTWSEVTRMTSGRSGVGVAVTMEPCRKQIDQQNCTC
Cardiac RTF inh: cardiac RTF calcium desensitization | IANBD-labeled cardiac RTF, Ca2+ fluorescence | P19429+P45379 | inhibition, % at 7.15 µM | 0.12% of 340,000 active;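 active = inhibition above the mean inhibition of all tested compounds plus 3 SD, cut at about 17% in these data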;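 also: assay run at fixed EC70 calcium of 1.6 mM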
DSG3 Ab inh: blocks pemphigus antibody binding to human desmoglein-3; DSG3-coupled beads, scFv-anti-DSG3-GFP binding, flow cytometry; hits give low values; binding (percent of control), % at 10 µM; P32926; 0.48% of 310,000 active;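 active = binding more than 3 SD below its plate's average and above zero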;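 also: hits lower antibody fragment binding to DSG3; some compounds called inactive have numbers as strong as hits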
CAL PDZ FP-2: inhibitors of human CAL PDZ peptide binding; Q9HD26; purified CAL PDZ, TMR-peptide fluorescence polarization, 1 h; inhibition, % at 20 µM; 0.02% of 330,000 active; AID 504414;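 active = highest replicate inhibition of at least 40%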;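 also: plate controls were DMSO neutral control wells for no effect and unlabeled competitor peptide control wells for full effect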
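Read-out basis: mP drop reported as inhibition | Assay system: Tagged CAL PDZ protein CerCALP, purified | Benchmarks: Unlabelled peptide for full inhibition, DMSO wells as neutral | Schedule: 1 h incubation at room temperature before polarization reading | Buffer or medium: Sodium phosphate/NaCl buffer pH 7.4 with TCEP, IgG, Thesit | Doses: Single point, 20 µM | Measured by: Fluorescence polarization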
Arrestin-AP2 inh: human beta-arrestin and AP2 interaction inhibition. FITC-arrestin peptide / GST-AP2 beads, flow cytometry; AP2 beta2 appendage carries R879A mutation. inhibition, % at 10 µM. 0.31% of 340,000 active;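 active = inhibition above a set limit, near 3 SD of compounds lacking own fluorescence, cut at about 54% in these data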;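 also: plate controls were DMSO wells for no effect and 5 µM unlabelled arrestin peptide for full effect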
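System: GST-AP2 R879A bound to glutathione beads, E. coli-expressed. Also added: 50 nM FITC-arrestin peptide. Schedule: compound with beads 12 min RT, then probe 1 h RT. Signal: bead flow cytometry, FITC channel. Read-out basis: percent response.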
NSD2 HMT inh: NSD2 (human) methyltransferase inhibition | O96028 | NSD2 peptide methylation, AlphaScreen, 120 min | inhibition, % at 12.5 µM | 0.54% of 310,000 active | AID 743445; in the data active = inhibition above about 50%
Numbers without * were called inactive; x = not tested or not shown.

SMILES | CAL PDZ FP-1 | V-ATPase pH | LANA DNA inh | DAGLB inh | Keap1 Nrf2 FP | Cardiac RTF inh | DSG3 Ab inh | CAL PDZ FP-2 | Arrestin-AP2 inh | NSD2 HMT inh
O=C(NC(=S)Nc1ccccn1)c1cc(-c2ccccc2)nc2ccccc12 | -1 | 4 | -1.8 | -5 | 1 | 2 | 122 | -1.8 | 33 | 7
CC(NC(=O)C1CCCN(S(=O)(=O)c2cccc3nonc23)C1)c1ccccc1 (stereo not given) | -1 | 5 | -3.1 | 3 | -3 | 3 | 103 | -2.1 | 13 | 1
Cc1cc(OCc2nnc(SCC(=O)OC3CCCCC3)o2)ccc1Cl | -3 | -5 | -1.2 | 0 | 1 | -5 | x | -1.0 | 13 | 0
CCS(=O)(=O)N1CCC(C(=O)Nc2ccc3c(c2)CCC3)CC1 | 2 | 1 | -0.6 | 2 | -2 | 2 | 98 | -4.9 | -11 | -1
COc1ccccc1NC(=O)NC1(C(=O)N2CCCCCC2)CCCCC1 | 5 | 2 | 0.4 | 2 | -1 | 1 | 112 | -1.1 | 19 | -1
CCOC(=O)/C(C#N)=C(\O)c1ccc(NC(=O)c2ccc([N+](=O)[O-])cc2)cc1 | x | 2 | x | x | x | x | 109 | x | 29 | 1
Cc1cc(OCCOCCN(C)CCO)cc(C)c1Cl | 4 | -1 | -0.5 | 3 | -1 | 0 | 98 | 0.1 | -2 | 3
COC(=O)COc1cc(OCC(=O)OC)c2c(-c3ccccc3)cc(=O)oc2c1 | 2 | -5 | 0.4 | -3 | -6 | -3 | 98 | -1.4 | -6 | x
O=C(Nc1ccccc1Br)C1CC(=O)N(c2ccc3c4c(cccc24)CC3)C1 (stereo not given) | 5 | 3 | -1.5 | -6 | 2 | 3 | 98 | 0.1 | -3 | x
O=C(O)c1cccc(COc2ccc3c(c2)CCC3)c1 | -5 | 2 | 1.0 | 5 | -4 | -1 | 100 | -1.5 | -7 | 1
C/C(=N\NC(=O)CSCc1ccc(Cl)cc1)c1ccc(NC(=O)c2ccccc2)cc1 | -3 | -7 | -2.3 | -2 | -3 | 7 | 93 | -1.0 | 2 | -3
COc1ccc2c(c1)-c1ccccc1S(=O)(=O)N2C | -3 | 0 | -1.3 | -1 | -3 | -6 | x | -5.0 | 5 | -1
COc1ccc(/C=C/C(=O)O)cc1S(=O)(=O)NCc1cccnc1 | -4 | 1 | 2.8 | 0 | -1 | -4 | 104 | x | 16 | -3
O=C(NCC1CCCO1)c1nn2c(c1Cl)NC(c1ccc(F)cc1)CC2C(F)(F)F (stereo not given) | -2 | 4 | 12 | -1 | 5 | 1 | 99 | -0.2 | 26 | 1
Cc1nnc(-c2ccco2)c2cn(-c3cccc(Br)c3)nc12 | -8 | 1 | 0.0 | 2 | -7 | -5 | 105 | -8.7 | -8 | 26
O=C1NCCOC(=O)[C@H](Cc2ccc(F)cc2)C/C=C\C[C@H]1CC(=O)N(CCO)Cc1ccccc1 | 0 | 2 | 1.1 | -2 | -4 | -2 | 86 | 0.3 | -11 | x
CCOc1ccc(C(=O)NCCc2cnc[nH]2)cc1OCC | 0 | 4 | 3.5 | 1 | 2 | -9 | 100 | -0.1 | -4 | 2
CSc1ccc(S(=O)(=O)NCC(=O)OCC(=O)N2CC(C)CC(C)C2)cc1[N+](=O)[O-] (stereo not given) | -1 | 0 | 1.6 | 1 | -1 | -17 | 103 | -2.4 | 3 | 7
COc1cc(NC(=O)CCN2CCN(c3ccccc3OC)CC2)cc(OC)c1 | x | 3 | x | 0 | x | x | 106 | x | x | 0
CC(=O)Nc1ccc(S(=O)(=O)Nc2nc3ccccc3nc2Nc2ccc(O)c(C(=O)O)c2)cc1 | 4 | 3 | 29 | 4 | -55 | -15 | 110 | 0.4 | 8 | 1
O=C(c1cc(-c2cccc(Cl)c2)on1)N1CCN(c2ccc(F)cc2)CC1 | 1 | -3 | -1.7 | -2 | 1 | -8 | 110 | -0.1 | 8 | x
CC(C)NC(=O)c1ccc2c(=O)n(C3CCCC3)c(=S)[nH]c2c1 | 4 | 2 | 0.0 | 1 | 0 | -4 | 98 | -2.7 | 6 | -3
O=C(COC(=O)Cc1c(F)cccc1Cl)NC(=O)Nc1ccccc1F | x | 1 | 0.6 | 7 | -3 | -5 | 99 | -0.7 | 16 | 0
COC(=O)c1cc2oc(C)cc2n1CC(=O)N(C)c1ccccc1 | 1 | 1 | -0.3 | -1 | -2 | 17* | 98 | -2.8 | -1 | -1
COc1ccc2[nH]cc(CCNC(=O)Nc3ccccc3C)c2c1 | x | 1 | 1.3 | -2 | -3 | -2 | 107 | 0.0 | 33 | 2
CC(Sc1nnnn1-c1ccc(O)cc1)C(=O)NC1CCCCC1C (stereo not given) | -5 | 1 | 2.5 | -2 | 0 | 3 | 122 | -2.6 | 17 | -4
CCOc1cc(C(=O)NC(C)Cc2cccs2)cc(OCC)c1OCC (stereo not given) | -3 | -3 | 1.5 | -4 | -6 | -7 | 107 | -2.6 | 0 | -3
O=C(CN1C(=O)NC(Cc2c[nH]c3ccccc23)C1=O)NC1CCCCC1 (stereo not given) | 1 | 6 | 0.1 | 0 | -1 | -11 | 99 | -1.1 | -9 | 14
CC/C(=N/Nc1ccccc1)c1cnnc(SC)n1 | -1 | 3 | 3.0 | -1 | 6 | -12 | 106 | -0.1 | -6 | 4
COc1ccc(N2C(=O)NC(NC(=O)C(C)(C)C)(C(F)(F)F)C2=O)cc1 (stereo not given) | -1 | -3 | 1.9 | -1 | 5 | -3 | 96 | -0.4 | 40 | -1

Some entries already given, limited to DSG3 Ab inh, CAL PDZ FP-1 and CAL PDZ FP-2.
SMILES | DSG3 Ab inh | CAL PDZ FP-1 | CAL PDZ FP-2
COC(=O)c1cc2oc(C)cc2n1CC(=O)N(C)c1ccccc1 | 98 | 1 | -2.8
CCOc1ccc(C(=O)NCCc2cnc[nH]2)cc1OCC | 100 | 0 | -0.1
COc1cc(NC(=O)CCN2CCN(c3ccccc3OC)CC2)cc(OC)c1 | 106 | x | x
COc1ccc(N2C(=O)NC(NC(=O)C(C)(C)C)(C(F)(F)F)C2=O)cc1 (stereo not given) | 96 | -1 | -0.4

(continued)
SMILES | CAL PDZ FP-1 | V-ATPase pH | LANA DNA inh | DAGLB inh | Keap1 Nrf2 FP | Cardiac RTF inh | DSG3 Ab inh | CAL PDZ FP-2 | Arrestin-AP2 inh | NSD2 HMT inh
COc1ccccc1-c1nnc(SC(C)C(=O)Nc2ccc(C(N)=O)cc2)o1 (stereo not given) | -2 | 1 | -1.4 | 1 | -6 | 2 | 105 | -1.6 | -8 | 28
CC(=O)Nc1nnc(-c2c(-c3ccccc3Cl)noc2C)o1 | 8 | 4 | 0.5 | 0 | 3 | -8 | x | -0.5 | -13 | 21
COCCN(C(=O)COC(=O)C1CC1)c1c(N)n(Cc2ccccc2)c(=O)[nH]c1=O | -3 | 3 | 0.7 | -1 | -5 | -4 | 109 | -2.7 | -5 | -1
Cc1ccc(C(=O)COC(=O)CN2C(=O)C3C4CCC(C4)C3C2=O)cc1C (stereo not given) | -4 | 2 | 0.7 | -1 | -3 | -2 | x | -1.9 | -8 | -1
O=C(COc1ccc(/C=N/NC(=O)c2ccccc2)cc1)Nc1ccc([N+](=O)[O-])cc1 | x | 3 | -0.3 | 2 | -1 | -9 | 66 | -0.3 | 9 | -2
CC(=O)c1cccc(S(=O)(=O)Nc2cccnc2)c1 | -9 | 7 | -0.4 | -3 | -1 | 0 | 108 | -2.4 | 7 | -5
CC(C)OCCCn1c(SC(C)C(=O)NC2CC2)nc2ccccc2c1=O (stereo not given) | -1 | -3 | -0.1 | -3 | -1 | -2 | 94 | -3.1 | -2 | -2
Cc1ccc(S(=O)(=O)Oc2cccc([N+](=O)[O-])c2)cc1 | -2 | 2 | -5.1 | -2 | -3 | -7 | 114 | 0.2 | 7 | 4
CCOCCOC(NC(=O)c1ccccc1)(C(F)(F)F)C(F)(F)F | -2 | 1 | 0.4 | 0 | 4 | -1 | x | -1.6 | -6 | -1
O=C(Nc1cccnc1)c1cccnc1Cl | -8 | -1 | -0.4 | 3 | -2 | -5 | x | x | -3 | -4
COc1cccc(CNc2nccs2)c1O | x | 5 | 0.5 | 1 | -2 | -8 | 113 | 0.2 | -1 | -1
N#C/C(=C\c1cn(CCOc2ccccc2F)c2ccccc12)C(=O)NCc1cccs1 | -3 | 1 | 2.3 | -1 | 1 | -1 | 106 | 0.1 | 10 | -3
Cc1ccc(S(=O)(=O)CCC(=O)Nc2ccccc2Br)cc1 | 8 | -1 | -1.3 | -3 | -3 | -1 | 92 | -0.9 | 22 | -1
O=C(COC(=O)c1cccc(Cl)c1)NCc1ccccc1 | -8 | -3 | -0.5 | -3 | -6 | -6 | 93 | -1.1 | -3 | 1
CCn1cc(C(=O)NC2CCCCC2C)c(=O)c2ccc(C)nc21 (stereo not given) | 2 | -7 | -1.1 | -6 | -3 | -2 | 99 | -0.1 | 7 | -1
O=C1CC(Cc2ccccc2)C(=O)N1Cc1ccco1 (stereo not given) | -3 | 0 | -0.3 | -1 | -6 | -2 | 112 | -0.3 | -7 | 7
CC(=O)c1ccc(N2CCN(C(=O)CN3C(=O)NC4(CCCCC4)C3=O)CC2)c(F)c1 | 6 | 2 | 1.5 | 2 | -9 | -6 | x | 0.2 | -14 | -1
CCCOC(=O)C1[C@H]2C(=O)N(CCCOC)C[C@]23C=C[C@H]1O3 (stereo not given in full) | -3 | 1 | -0.5 | -5 | -1 | 0 | 104 | 1.1 | 7 | -6
Oc1ccc(N2CCN(CC(O)c3ccccc3)CC2)cc1 (stereo not given) | -5 | 0 | 1.5 | -2 | 1 | 2 | x | -1.8 | -2 | 0

Compounds from the list above that have a CF3 group, in the order listed:
SMILES | CAL PDZ FP-1 | V-ATPase pH | LANA DNA inh | DAGLB inh | Keap1 Nrf2 FP | Cardiac RTF inh | DSG3 Ab inh | CAL PDZ FP-2 | Arrestin-AP2 inh | NSD2 HMT inh
O=C(NCC1CCCO1)c1nn2c(c1Cl)NC(c1ccc(F)cc1)CC2C(F)(F)F (stereo not given) | -2 | 4 | 12 | -1 | 5 | 1 | 99 | -0.2 | 26 | 1
COc1ccc(N2C(=O)NC(NC(=O)C(C)(C)C)(C(F)(F)F)C2=O)cc1 (stereo not given) | -1 | -3 | 1.9 | -1 | 5 | -3 | 96 | -0.4 | 40 | -1
CCOCCOC(NC(=O)c1ccccc1)(C(F)(F)F)C(F)(F)F | -2 | 1 | 0.4 | 0 | 4 | -1 | x | -1.6 | -6 | -1

A portion of the library; count on the stated rates, not on these rows.
